hiPSC survival – increases survival of single human iPS cells; hiPSC single-cell survival, ATPlite luminescence; 100% = ROCK inhibitor wells, 0% = DMSO; survival enhancement, % at 20 µM; 360,000 compounds, 0.044% hits; AID 602274; in the data active = survival enhancement above about 18%;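 note: cells exposed to compounds for 16 hours before the ATP read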
ABHD5-PLIN5 inh – inhibitors of human ABHD5-perilipin-5 interaction; Split G. princeps luciferase complementation, luminescence, 4 h; inhibition, % at 4 µM; 360,000 compounds, 0.78% hits; AID 602281;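 active = inhibition above the mean inhibition across every tested compound plus 3 SD, cut at about 22% in these data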;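 note: 0% = DMSO only wells and the 100% control is not disclosed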
Target sequence (Q00G26 whole entry, looked up): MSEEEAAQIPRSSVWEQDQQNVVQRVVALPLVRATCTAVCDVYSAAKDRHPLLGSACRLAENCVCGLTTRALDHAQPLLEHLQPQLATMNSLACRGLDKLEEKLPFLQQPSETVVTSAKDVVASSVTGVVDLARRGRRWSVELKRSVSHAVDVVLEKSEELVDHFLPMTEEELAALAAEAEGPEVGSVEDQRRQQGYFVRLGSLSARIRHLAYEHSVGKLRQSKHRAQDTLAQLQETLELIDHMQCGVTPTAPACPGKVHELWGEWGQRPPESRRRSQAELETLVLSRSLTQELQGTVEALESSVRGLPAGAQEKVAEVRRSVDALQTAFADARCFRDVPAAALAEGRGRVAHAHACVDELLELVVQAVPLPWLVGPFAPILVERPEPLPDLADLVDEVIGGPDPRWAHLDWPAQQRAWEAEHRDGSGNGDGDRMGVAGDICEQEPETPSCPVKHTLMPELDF
Target sequence (Q8WTS1 whole entry, looked up): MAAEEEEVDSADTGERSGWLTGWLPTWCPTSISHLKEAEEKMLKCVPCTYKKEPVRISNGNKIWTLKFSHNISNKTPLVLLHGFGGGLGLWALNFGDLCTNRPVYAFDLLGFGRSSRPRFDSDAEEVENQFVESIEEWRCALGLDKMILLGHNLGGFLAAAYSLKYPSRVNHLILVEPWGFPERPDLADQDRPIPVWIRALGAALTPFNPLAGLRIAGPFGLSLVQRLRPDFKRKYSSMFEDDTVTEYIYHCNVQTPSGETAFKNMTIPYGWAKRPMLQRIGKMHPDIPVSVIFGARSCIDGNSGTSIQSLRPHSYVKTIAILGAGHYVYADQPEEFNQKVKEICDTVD
MC4R ag barr – agonists of human melanocortin 4 receptor (MC4R) beta-arrestin | P32245 | U2OS MC4R beta-arrestin complementation, luminescence; percent of melanotan II response, DMSO zero | activation, % at 8.9 µM | 360,000 compounds, 0.98% hits;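 active = activation above a per-plate cutoff, the mean activation of sample wells on that plate plus 3 SD, cut at about 8% in these data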
aDG glyco up – alpha-DG glycosylation activation; Pro5-aDG cells, alpha-DG glycosylation AlphaScreen (IIH6); 0% Pro5, 100% B10-LARGE cell signal; activation, % at 10 µM; 360,000 compounds, 0.22% hits; AID 624168;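 active = activation of at least 8% versus controls, or a plate z-score of at least 8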;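 note: Pro5 are CHO cells carrying HIG-tagged alpha-DG that lacks glycosylation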
MC4R antag cAMP – blocks human MC4R cAMP signaling; P32245; MC4R-expressing cells, MTII-stimulated cAMP, LANCE TR-FRET; inhibition, % at 6.5 µM; 360,000 compounds, 0.48% hits; AID 540295;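 active = inhibition above its plate's cutoff, the mean of tested wells on that plate plus 3 SD, cut at about 29% in these data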;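 note: 0% = Melanotan II alone and 100% = Melanotan II plus saturating MCL0020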
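Test system: U2OS cells stably expressing human melanocortin 4 receptor (MC4R); also added: Melanotan II challenge; compound: 6.5 µM single dose; timing: 30-min compound preincubation, 1-h Melanotan II challenge, 1-h detection, room temperature; signal: Eu-cAMP/anti-cAMP TR-FRET, emission 671 nm; repeats: one well per compound, no replicates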
N-glyco inh – blocks N-linked glycosylation in D54 reporter cells | D54 ERlucT glycosylation luciferase reporter, 24 h; percent of 100 nM tunicamycin response | reporter increase, % at 12.5 µM | 360,000 compounds, 0.23% hits | AID 588692;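 active = mean luciferase reporter signal, scaled so untreated is 0 and the glycosylation-blocking control 100, at or above a set limit in every replicate; inconclusive = mean reaches the limit but not every replicate does; inactive = mean below the limit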;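 note: luciferase carries N-glycosylation sites so blocking glycosylation raises the light; 0% = median of neutral control wells and 100% = median of 100 nM tunicamycin wells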
m5-HT2A agonist – agonists of mouse serotonin 5-HT2A receptor (HTR2A) | P35363 | CHO-K1 mHTR2A beta-arrestin complementation, luminescence; percent of 30 µM serotonin response | activation, % at 7.6 µM | 360,000 compounds, 0.66% hits;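 active = activation above a run cutoff, the mean activation of all tested compounds plus 3 SD, cut at about 14% in these data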;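 note: 0% = plate median of compound wells and 100% = 30 µM serotonin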
ABCB6 inh 2 – blocks the human ABCB6 transporter; Q9NP58; K562-ABCB6 porphyrin accumulation, flow cytometry, 1 h; active compounds read low; fluorescence ratio to DMSO, % at 10 µM; 360,000 compounds, 0.19% hits;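 active = fluorescence ratio to DMSO below 75%, the collection mean minus 3 SD; inconclusive = too few cells collected in the well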;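 note: signal is porphyrin accumulated inside mitochondria; 100% equals median channel fluorescence of DMSO control wells; lower ratio means ABCB6 inhibition with less porphyrin fluorescence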
Exocytosis inh – blocks lytic granule exocytosis. TALL-104 LAMP-1 surface exposure, flow cytometry; cells stimulated with thapsigargin and PMA. inhibition, % at 10 µM. 360,000 compounds, 0.66% hits. AID 651702;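 active = inhibition above about 55%, limit read from the data; inconclusive = no clear call, values can overlap the other calls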
H9c2 protect – myocardial damage modulation in H9c2 cells. H9c2 cardiomyocytes, H2O2 injury protection, ATPLite, 2 h. AID 588492. protection from H2O2 cell death, % at 20 µM. 360,000 compounds, 0.63% hits;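 active = compounds giving at least 50% protection of heart cells from peroxide-induced death in the single-dose screen, raw or plate-pattern-corrected value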;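 note: 0% = DMSO wells with peroxide and 100% = DMSO wells without peroxide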
* hit, by the source's call; ? = inconclusive; · = no result given.

SMILES	hiPSC survival	ABHD5-PLIN5 inh	MC4R ag barr	aDG glyco up	MC4R antag cAMP	N-glyco inh	m5-HT2A agonist	ABCB6 inh 2	Exocytosis inh	H9c2 protect
Cc1ccccc1Oc1ccc(-c2nc(N)nc(N)n2)cc1	0.3	-7	0.8	0.2	2	-2	1	97	0	-9
O=C(/C=C/c1cccc([N+](=O)[O-])c1)NC(=S)Nc1ccc(CN2CCOCC2)cc1	-3.7	0	-3.5	0.1	13	?	-2	96	31	-3
O=C(Nc1nnc(-c2ccccc2Cl)s1)c1ccccc1F	-0.3	5	-1.4	0.0	5	-3	7	122	-2	-3
C=CCNC(=O)CC(=O)N/N=C/c1cccc(Br)c1	-0.8	12	-0.5	0.0	-9	1	6	97	-4	-4
COc1ccccc1C1(O)CC2CCC(C1)N2S(=O)(=O)c1ccc(C(C)=O)cc1 (stereo not drawn)	1.3	-1	-0.6	-0.2	2	-2	4	102	1	-2
Cc1cc(NC(=O)Cn2cnc3c2c(=O)n(C)c(=O)n3C)n(-c2ccccc2)n1	-3.2	4	0.4	0.0	4	0	0	99	-4	14
Cc1ccc(C(=O)c2ccc(N3CCOCC3)c(F)c2)cc1	-2.7	4	-0.8	-0.1	5	-1	-8	104	-4	-12
O=C1c2ccccc2S(=O)(=O)c2cc(C(=O)N3CCN(c4c(Cl)cncc4Cl)CC3)ccc21	-0.4	6	-1.3	-0.3	-5	2	-2	93	-4	32
COc1ccc(/C=C(\NC(=O)c2ccc(C)cc2)C(=O)NCCN2CCOCC2)cc1	1.1	2	-0.9	-0.1	5	1	0	97	13	8
O=C(Nc1ccc2[nH]ncc2c1)c1ccc(F)cc1	0.1	3	1.0	0.1	13	-5	-5	90	-20	-16
CCc1nnc(SCc2ccc([N+](=O)[O-])cc2)nc1CC	-1.4	-5	-0.1	0.2	-7	-3	-3	98	3	1
CCn1c(NC(=O)c2ccccc2)c(-c2cccs2)c(=O)c2ccccc21	0.1	2	1.1	-0.2	5	0	-1	101	1	0
COc1ccc(CCNC(=O)c2ccccc2SC)cc1	0.0	-7	-0.2	-0.1	-2	-3	2	101	11	9
COc1cc(/C=C/C(=O)OCC(=O)c2ccc(S(=O)(=O)N3CCCCC3)cc2)cc(OC)c1OC	0.5	-13	1.6	-0.4	6	-3	0	95	-1	0
CC12CCC(=O)N1C(C(=O)NCc1ccccc1Cl)CS2 (stereo not drawn)	-0.3	-5	-3.2	-0.1	5	1	-3	100	-4	8

Reprinted from the entries so far for reference:
SMILES	hiPSC survival	ABHD5-PLIN5 inh	MC4R ag barr	aDG glyco up	MC4R antag cAMP	N-glyco inh	m5-HT2A agonist	ABCB6 inh 2	Exocytosis inh	H9c2 protect
Cc1ccccc1Oc1ccc(-c2nc(N)nc(N)n2)cc1	0.3	-7	0.8	0.2	2	-2	1	97	0	-9
O=C(/C=C/c1cccc([N+](=O)[O-])c1)NC(=S)Nc1ccc(CN2CCOCC2)cc1	-3.7	0	-3.5	0.1	13	?	-2	96	31	-3

(more compounds)
SMILES	hiPSC survival	ABHD5-PLIN5 inh	MC4R ag barr	aDG glyco up	MC4R antag cAMP	N-glyco inh	m5-HT2A agonist	ABCB6 inh 2	Exocytosis inh	H9c2 protect
COc1cc(/C=N/NC(=O)CCNC(=O)c2ccccc2Cl)ccc1O	-1.5	-3	0.5	-0.6	1	3	0	101	-4	-1
Cc1cccc2nc(CSc3nc4[nH]ncc4c(=O)n3-c3ccccc3Cl)cc(=O)n12	0.4	3	-0.8	-0.7	-67	-4	2	102	0	2
COc1ccccc1C(=O)NCCC(=O)NCC(c1ccccc1OC)N1CCCC1 (stereo not drawn)	-0.2	8	-3.4	0.1	3	-2	-3	98	-3	1
Cc1cccc(C2=NC(C(F)(F)F)(C(F)(F)F)c3c(n(-c4ccc(F)cc4)c(=O)[nH]c3=O)N2)c1	0.5	5	-3.4	0.4	0	1	2	98	1	-19
O=C(CN1C(=O)c2ccccc2S1(=O)=O)N1CCN(Cc2ccc3c(c2)OCO3)CC1	-1.2	4	-2.0	-0.1	2	2	2	97	-5	-5
CC(C)OCCCn1c(=S)[nH]c2ncccc2c1=O	-1.5	5	-1.2	-0.1	1	1	4	96	-1	-6
O=C(NC(=S)Nc1cccc([N+](=O)[O-])c1)C1CCCCC1	0.2	1	-1.9	0.7	9	0	6	103	0	-8
C/C=C/C(=O)Nc1nnc(-c2ccccc2C)s1	1.1	-7	19*	0.8	19	-3	3	103	1	-4
Cn1nnnc1SCC(=O)c1ccc(Br)s1	-1.7	-8	-1.7	0.4	-2	-1	-4	129	3	2
CCC1(C)Cc2nc(Cl)c(C#N)cc2CO1 (stereo not drawn)	1.3	2	-0.3	-0.1	4	-1	9	96	-1	1
COc1ccc(Cl)cc1NC(=O)c1[nH]c(C)c(C(C)=O)c1C	-0.3	5	-1.4	-0.1	-4	3	-1	90	-10	4
O=C(CSc1ccc2c(c1)OCCO2)Nc1ccc(Br)cc1	-1.4	-2	-2.8	0.0	2	2	-4	98	-6	-28
CC(C)Cn1c(=O)c(C(=O)N/N=C/c2cccc(F)c2)c(O)c2ccccc21	-2.1	7	1.4	4.5	-7	-5	5	91	0	12
FC(F)(F)c1nc(-c2ccccc2)ncc1-c1nnnn1-c1ccccc1	-0.6	-4	0.9	0.2	0	-3	4	94	-1	-12
Cc1cc(C)c2c(C)c(C(=O)Nc3c(C)n(C)n(-c4ccccc4)c3=O)oc2c1	-1.8	-5	0.3	0.3	-2	3	8	98	-4	0
CN(C)c1ccc(Nc2nc(N)c([N+](=O)[O-])c(N3CCOCC3)n2)cc1	1.6	8	1.7	-0.7	-22	-2	-2	95	6	44
CCCC1(C(=O)OC)NC(c2ccco2)C2C(=O)N(C)C(=O)C21 (stereo not drawn)	0.9	-3	-3.8	0.9	8	4	2	99	-4	2
CCN(C[C@H]1N[C@@](CC)(C(=O)OC)[C@H]2C(=O)N(Cc3ccccc3)C(=O)[C@@H]12)C(=O)NC(C)C	-0.9	-1	-1.2	-0.2	3	1	-4	98	-1	12
COc1nc(NCCN2CCOCC2)nc(Nc2ccc([N+](=O)[O-])cc2)n1	-0.3	6	-1.9	-0.1	-5	1	4	95	0	39
CCSc1nnc(NC(=O)CSc2nnc(-c3c[nH]c4ccccc34)n2CC)s1	-2.2	-3	1.6	-0.1	17	5	6	97	6	5
COc1ccccc1CNC(=O)CN1C(=O)NC2(CCCc3sccc32)C1=O (stereo not drawn)	-0.3	1	1.0	0.1	3	0	1	103	11	2
CCCCCNC(=O)C(CCc1ccccc1)n1c(=O)c(-c2ccccc2)nc2ccccc21 (stereo not drawn)	·	17	·	-0.3	·	·	-4	·	12	·
Cc1nc2c(=O)n(-c3cccc(C(F)(F)F)c3)nc(C)c2s1	-0.1	7	-0.3	0.1	-6	0	7	94	-5	1
CS(=O)(=O)N(CC(=O)N1CCN(C(c2ccccc2)c2ccccc2)CC1)C1CCCCC1	2.0	-5	-1.7	0.1	-1	-4	-6	95	14	4
COc1ccccc1C(=O)n1nc(-c2cccnc2)nc1NCc1ccccc1	0.2	4	-1.2	0.1	3	1	-6	91	-7	0
CC(=O)c1ccc(N2CCN(CC(O)c3ccccc3)CC2)cc1 (stereo not drawn)	-0.5	-4	0.7	1.1	-1	2	-1	94	-8	-1
NS(=O)(=O)c1cccc(NC(=O)COC(=O)CCN2C(=O)c3ccccc3C2=O)c1	-0.5	-5	-4.2	0.0	-2	3	-3	94	1	-3
O=C(CSc1nc2[nH]ncc2c(=O)[nH]1)Nc1ccccc1F	-0.6	-9	0.3	0.0	-8	-2	4	97	31	1
O=C(Nc1ccc(Cl)cc1Cl)NC1CCN(S(=O)(=O)c2ccc(F)cc2)CC1	-0.4	5	1.9	0.9	2	-5	6	98	11	-14
Cc1ccc(C2CC(C(F)(F)F)n3nc(C(=O)NCc4ccco4)cc3N2)cc1 (stereo not drawn)	-0.1	-3	-1.0	0.2	4	-6	-9	92	-2	-9
O=C(c1ccc(Cl)cc1)N1C2C=CC(C2)C1(C(F)(F)F)C(F)(F)F (stereo not drawn)	0.9	-4	-0.9	-0.3	16	1	1	94	4	4
Nc1nnc(CSCc2ccccc2Cl)s1	0.1	-2	0.0	0.0	-3	2	1	94	-10	1
CCn1cc(Cl)c(C(=O)Nc2cc(C(=O)OC)cc(C(=O)OC)c2)n1	-0.6	-1	-3.6	-0.3	6	2	-1	98	-2	2
O=C(CN1CCOCC1)N/N=C/c1ccc(-c2ccc(C(=O)O)cc2)o1	0.2	-6	-0.7	0.0	1	1	-3	99	-2	7
Cc1cccc(NC(=O)C2CC(=O)n3ncnc3N2)c1 (stereo not drawn)	-0.4	0	-1.9	0.0	5	2	3	88	-8	3
COc1cccc(-c2cc(C(=O)Nc3c(C)n(C)n(-c4ccccc4)c3=O)no2)c1	-0.3	2	-1.1	-0.3	1	0	0	88	0	13
O=C(Cn1ccc(C(F)(F)F)n1)NNC(=O)c1cccnc1	-0.5	0	-3.2	-0.3	1	-1	4	95	-1	4
COC(=O)CC1COc2ccccc2N1C(=O)c1cccc(C(F)(F)F)c1 (stereo not drawn)	-0.4	6	-1.9	0.3	6	0	0	103	-4	-4
CCC1CCCCN1CCNC(=O)CCS(=O)(=O)c1ccc(Br)cc1 (stereo not drawn)	6.1	7	-1.5	-0.1	10	0	0	103	1	-7
Cc1cccc(N2C(=O)C(Oc3ccc(Cl)cc3Cl)C2C=O)c1C (stereo not drawn)	0.0	10	-1.0	-0.1	5	16	8	99	-4	-2
O=C(CCc1nc(-c2ccccc2Cl)no1)Nc1cccnc1	0.2	10	-2.9	0.3	1	0	4	95	-4	-5
CCOC(=O)/C(=C(/C)N)C1CC(=O)NC1=O (stereo not drawn)	3.8	-8	-1.4	0.0	7	-1	3	98	3	-5
c1ccc(Cn2nnnc2CN2CCN(c3ncccn3)CC2)cc1	-1.5	-1	-0.5	0.0	8	1	-3	96	-5	4
c1ccc(COC2CCCN(Cc3nc(-c4cccs4)no3)C2)nc1 (stereo not drawn)	1.0	4	-0.5	0.4	-2	2	8	102	-8	-6
C#CCOCCOCCOCCNc1nc(N2CCN(C(=O)[C@H](CO)n3cc([C@@H](N)C(C)C)nn3)CC2)nc(N2CCN(C(=O)[C@H](CCC(=O)O)n3cc([C@@H](N)[C@H](C)CC)nn3)CC2)n1	6.2	4	-0.7	-0.1	-1	1	-1	100	0	2
O=C(O)c1cccc(NC(=O)c2cccc(S(=O)(=O)N3CCc4ccccc4C3)c2)c1	-0.3	-1	-3.1	0.4	-3	2	-1	95	6	-5
CCCn1c(=O)c(C(=O)N/N=C/c2ccccc2F)c(O)c2ccccc21	0.2	6	-2.3	-0.6	5	1	-5	109	2	1
N#C/C(=C\N1CCOCC1)c1ccccc1	-0.7	8	1.5	0.0	0	-1	3	97	-7	1
CC(C)(C)c1ccc(-n2ncc3c2CCCC3NC(=O)c2ccco2)cc1 (stereo not drawn)	-0.2	-2	-0.9	1.6	21	-4	-2	98	1	-8

Assay outcomes (PubChem BioAssay)
